CCT modulator: cytosolic chaperonin activity modulation; activity change, % (concentration not given with the values), hits read low; purified chaperonin ATPase assay, HTRF ADP detection, 30 min; hit rate 0.3% among 360,000; AID 651819; in the data active means activity change below about -30%; further: on the % scale 0 is the no-effect control and ±100 the full control effect
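TRiC (40 or 20 nM final, by batch activity) in 30 mM Tris pH 7.4, 100 mM KCl, 5 mM MgCl2, 1 mM DTT was treated with compound at 76 uM single dose, then 10 uM ATP, 30 min at 37 °C. ADP was read by HTRF Transcreener.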
WRN helicase inh: inhibitors of human WRN helicase. hit rate 0.46% among 360,000. Potency, µM (top dose mostly 114 µM), without a hit: at the highest dose activity change, negative = inhibition, actives largely listed as inhibitors. AID 651768. WRN helicase unwinding, fluorescent forked duplex, kinetic. Q14191; further: potency means the concentration at half of the fitted maximal effect; on the % scale 0 is the no-effect control and ±100 the full control effect; nearly all actives have a fitted effect of over 55% in size
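WRN at 20 nM final was preincubated with compound for 15 min at room temperature; reaction started with 100 nM forked duplex oligonucleotide carrying fluorophore and quencher plus 2 mM ATP (final). Unwinding followed kinetically by red fluorescence (ex 525/em 598 nm).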
EPAC2 antag: EPAC2 (human) antagonism. EPAC2 GEF exchange of Rap1B-BODIPY-GDP, fluorescence. Potency, µM (titrated, usually from 114 µM), for inactives: top-dose activity, negative = inhibition, hits mostly inhibitors. hit rate 0.18% among 360,000. AID 720708; further: potency means the concentration at half of the fitted maximal effect; on the % scale 0 is the no-effect control and ±100 the full control effect; nearly all actives have a fitted effect of over 45% in size; many of its hits are not listed in these tables
EPAC1 antag: antagonists of human EPAC1; O95398; EPAC1 GEF assay, Rap1b-BODIPY-GDP exchange fluorescence; Potency, µM (doses to about 115 µM), for the others: at the top dose activity change, negative = inhibition, actives largely listed as inhibitors; hit rate 0.14% among 360,000;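 further: potency means the concentration at half of the fitted maximal effect; plate controls were vehicle for no effect and positive control for full effect; nearly all actives have a fitted effect of over 50% in size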
Mm-Cpn inhibitor: inhibitors of Methanococcus maripaludis chaperonin (MmCpn); Potency, µM (highest dose often 76.9 µM), inactives show at the highest dose activity, negative = inhibition, usual class: inhibitors; hit rate 0.031% among 330,000; purified Mm-Cpn ATPase, ADP Transcreener TR-FRET; AID 504842; further: potency means the concentration at half of the fitted maximal effect; on the % scale 0 is the no-effect control and ±100 the full control effect; nearly all actives have a fitted effect of over 80% in size
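ATP (10 uM final) was added to archaeal chaperonin (25 nM final) after 10 min exposure to test compound at 37°C; after 30 min further incubation, ADP was detected by competitive TR-FRET.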
PI5P4K alpha inh: PI5P4K alpha (human) kinase inhibition; P48426; PI5P4Kalpha enzyme, ADP-Glo luminescence, 60 min; active compounds read low; max response, %; hit rate 1.2% among 330,000; active means max response of -50% or lower; inconclusive means between -30% and -50%; inactive means -30% or higher; further: value at the top dose of about 77 µM; on the % scale 0 is the no-effect control and ±100 the full control effect
Target sequence (P48426 whole entry, looked up): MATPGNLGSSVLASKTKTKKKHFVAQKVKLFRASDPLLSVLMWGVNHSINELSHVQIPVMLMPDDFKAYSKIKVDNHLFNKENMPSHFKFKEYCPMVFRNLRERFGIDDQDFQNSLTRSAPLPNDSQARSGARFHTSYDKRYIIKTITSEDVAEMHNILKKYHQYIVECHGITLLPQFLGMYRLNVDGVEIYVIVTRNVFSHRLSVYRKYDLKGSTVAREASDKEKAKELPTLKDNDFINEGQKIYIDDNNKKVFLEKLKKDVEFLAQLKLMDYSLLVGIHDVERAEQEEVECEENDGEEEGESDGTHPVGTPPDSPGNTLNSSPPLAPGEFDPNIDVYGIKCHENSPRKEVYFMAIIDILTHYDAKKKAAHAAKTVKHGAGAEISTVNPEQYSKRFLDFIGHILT
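PI5P4Kalpha ADP-Glo assay; 5 microM ATP final; 60 min RT reaction; HEPES pH 7.4/EGTA/CHAPS, 5% DMSO; controls lacking substrate or enzyme; luminescent end-point.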
PLK1 PBD block: blocks phosphopeptide binding to human PLK1 polo-box domain; P53350; Plk1 PBD binding of FITC phosphopeptide, fluorescence polarization; Potency, µM, for the others: max response, negative = inhibition, usual class: inhibitors; hit rate 2.8% among 360,000; AID 720504; further: potency means the concentration at half of the fitted maximal effect; series mostly up to about 57 µM; on the % scale 0 is the no-effect control and ±100 the full control effect; nearly all actives have a fitted effect of over 65% in size
EPAC1 ag: activates human EPAC1 exchange factor; O95398; AID 720707; Potency, µM (series often up to 154 µM), inactives show at the highest dose activation, hits mostly activators; hit rate 0.073% among 360,000; EPAC1 agonist qHTS, biochemical assay; response scale: 100% = response to 6.5 mM cAMP; further: potency means the concentration at half of the fitted maximal effect; nearly all actives have a fitted effect of over 60% in size
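Compounds were pinned as a concentration titration into mixtures of EPAC1 (100 nM), BODIPY-GDP-loaded Rap1B (250 nM) and GDP (50 uM). After 5 min at room temperature, fluorescence was followed for 30 min; activity was scaled to 6.5 mM cAMP.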
An asterisk follows results filed as active; ? = inconclusive; / = no result given; [ ] = remark or other dose. Unless noted, the call rests on the fitted dose curve; in most records, active means well fitted curve in the direction sought with a large enough effect; inconclusive means small, poorly fitted or top-dose-only effect, or another doubt; inactive means no such curve, though single readings can be large; an effect the other way counts as inactive or inconclusive. This is a subset. The share of hits here may be higher or lower than overall.

no.	EPAC1 antag	EPAC2 antag	PI5P4K alpha inh	EPAC1 ag	Mm-Cpn inhibitor	WRN helicase inh	PLK1 PBD block	CCT modulator	mol
1	1%	2%	-20	0%	1%	-18%	-9%	1.4	NC(=O)c1ccc(NC(=O)COc2coc(CN3CCc4ccccc4C3)cc2=O)cc1
2	-18%	-19%	2	-24%	0%	-19%	-14%	-0.4	CCCCOP(=O)(OCCCC)C1(NS(=O)(=O)c2ccccc2)C=CC(=O)c2ccccc21 (centres undefined)
3	5%	1%	5	-3%	2%	10%	-5%	0.6	Nc1ccc(OCCc2ccccc2)cc1
4	-25%	4%	3	-9%	-1%	6%	-16%	-2.2	c1cncc(CSc2nnc3ccc(-c4cccs4)nn23)c1
5	12%	0%	-8	7%	-1%	-11%	-10%	-4.4	COc1cc(/C=N/NC(=O)C2COc3ccccc3O2)ccc1O (centres undefined)
6	-9%	-1%	1	5%	/	-6%	-5%	2.4	N#Cc1ccc(COC(=O)c2ccc3c(c2)OCO3)cc1
7	-10%	1%	12	-11%	-1%	-4%	1%	-1.4	CCC(=O)OCC(=O)[C@@]1(OC(=O)CC)[C@@H](C)C[C@H]2[C@@H]3CCC4=CC(=O)C=C[C@]4(C)[C@@]3(Cl)[C@@H](O)C[C@@]21C
8	-5%	-3%	1	5%	-5%	-22%	2%	-2.2	COc1ccc(CCCc2nc3ccccc3[nH]2)cc1
9	-10%	-20%	1	20%	1%	5%	-14%	0.1	COC(=O)C1CN(C(=O)COc2ccc(Cl)c(C)c2)c2ccccc2O1 (centres undefined)
10	-20%	-3%	/	10%	1%	8%	-8%	0.2	CN1CCOCCOCCN(C)C1=O
11	-15%	12%	-55*	7%	-2%	-4%	-13%	-2.9	Cc1cnc(NC(=O)c2sc(Nc3ccccc3)nc2N)o1
12	9%	1%	3	-5%	6%	-24%[57.1 µM]	-6%	-1.6	Brc1ccc(-c2nnc3n2CCCCC3)cc1
13	-21%	-13%	-9	-9%	1%	0%	2%	-1.7	Cc1csc2ncnc(N3CCN(C(=O)Nc4ccc(OC(F)(F)F)cc4)CC3)c12
14	-17%	-3%	-2	4%	0%	-23%[57.1 µM]	-8%	-1.8	COc1ccc(/C=C/C(=O)NCCSCc2ccco2)cc1OC
15	23%	-11%	1	-7%	1%	2%	-13%	1.1	CC(=O)N(C)c1ccc(C(O)(C(F)(F)F)C(F)(F)F)cc1
16	-9%	-16%	2	18%	1%	-20%	-11%	-6.4	COc1ccc(CC(=O)Oc2ccc(Cl)cc2Br)cc1S(=O)(=O)N1CCOCC1
17	9%	17%	1	-4%	-5%	-1%	3%	0.5	CCN(CC)CCCNC(=O)c1ccc(CS(=O)(=O)c2ccccc2OC)o1
18	3%	6%	-7	3%	0%	8%	-1%	-4.0	CS(=O)(=O)N(CC(=O)N1CCCC1)c1cc(C(F)(F)F)ccc1Cl
19	-26%	4%	-1	-4%	/	-2%	7%	0.2	C[C@@H]1Cn2cnc(C(=O)Nc3cccc(Cl)c3)c2C(=O)N1
20	-3%	-7%	6	-1%	1%	-10%	-10%	-1.1	CCC1(C)Cc2c(sc3c2c(=O)n(C)c2nnc(SCCc4ccccc4)n32)CO1 (centres undefined)
21	-6%	2%	9	10%	/	12%	-8%	0.4	Cc1ccc(S(=O)(=O)NC(=O)C2(C)CCN2C(=O)c2c(C)noc2C)cc1 (centres undefined)
22	-13%	-30%	-5	-2%	-3%	0%	-18%	-1.5	Cc1ccc(S(=O)(=O)Nc2cccc3c2O[C@@H](CN(C)C(=O)Nc2ccc4c(c2)OCO4)[C@H](C)CN([C@@H](C)CO)C3=O)cc1
23	-21%	14%	-1	11%	-2%	4%	-3%	-2.6	CCS(=O)(=O)c1ccc(C(=O)Nc2ccccc2OC)c(Cl)c1Cl
24	-9%	-1%	3	-2%	-3%	-19%	-3%	-2.0	O=C(OCC1CCNCC1)c1ccc2c(c1)OCO2
25	-8%	16%	7	-9%	0%	6%	4%	-0.1	O=C(C[C@@H]1C/C=C\CCC(=O)OC[C@@H]2CCCN2C1=O)N[C@H](CO)Cc1ccccc1
26	-7%	2%	10	-4%	2%	-2%	-7%	-2.0	CCOC(=O)C1(Cc2ccccc2C(F)(F)F)CCN(CCCn2cccn2)CC1
27	3%	6%	0	7%	-2%	14%	-8%	-0.3	N=c1ccn(Cc2c(Cl)cccc2Cl)cc1
28	19%	5%	0	5%	1%	2%	-2%	-0.9	Cc1c(Cc2ccccc2)c(=O)oc2cc(OCC(N)=O)ccc12
29	-8%	-6%	-18	8%	0%	-11%	-17%	-2.0	COc1cc(/C=N/NC(=O)C23CC4CC(CC(C4)C2)C3)cc(Br)c1O
30	4%	8%	-3	-5%	2%	2%	1%	3.5	COc1ccc(CCNC(=O)CCCn2c(=O)[nH]c3cc(OC)c(OC)cc3c2=O)cc1OC
31	-8%	6%	4	1%	1%	-6%	-1%	-9.0	CCOc1ccc(N(CC(=O)Nc2ccccc2OC)S(=O)(=O)c2ccccc2)cc1
32	?	4%	-5	2%	1%	?	-11%	-2.8	C/C(=N\NC1=NCCN1)c1ccc(N)c([N+](=O)[O-])c1
33	-1%	12%	2	-12%	0%	-3%	-1%	1.2	Cc1cccc(-n2nnc3cnn(C)c3c2=O)c1
34	-2%	9%	-3	2%	2%	13%	-10%	-2.4	Cc1cccnc1NC(=O)c1cccc(NC(=O)CC2SC(N3CCCCC3)=NC2=O)c1 (centres undefined)
35	-23%	1%	9	1%	2%	-7%	-10%	-3.0	N#C/C(=C\c1ccc(F)c(F)c1)C(=O)NC1CCCCC1
36	-28%	5%	-2	-7%	1%	-3%	-7%	0.2	CCn1c(SCc2ccc(C(=O)O)cc2)nnc1-c1ccc(Cl)cc1
37	7%	3%	6	13%	2%	-4%	-10%	2.2	COC(=O)c1ccc(NS(=O)(=O)c2ccccc2)o1
38	-8%	1%	-2	9%	-19%	-1%	-10%	-0.7	O=C1/C(=C/c2ccc(F)c(F)c2)CSc2sccc21
39	-20%	-9%	6	-3%	3%	-7%	0%	-2.1	CCNC(=S)N1CCN(S(=O)(=O)c2ccc(Cl)s2)CC1
40	10%	6%	/	4%	-2%	3%	1%	-0.6	O=C(c1ccccc1NS(=O)(=O)c1cccs1)N1CCOCC1
41	-9%	-6%	-6	1%	1%	0%	-1%	-4.3	Cc1csc(NC(=O)C2CCN(S(=O)(=O)c3cccs3)CC2)n1
42	2%	12%	2	-2%	-3%	3%	4%	0.2	COc1ccc(OC)c(/C=N/NC(=O)c2c(C)nc3ccc(C)cn23)c1
43	?	-19%	-2	1%	0%	-10%	-15%	1.5	CC[C@H](CO)Nc1nc(Nc2cccc(Cl)c2)c2ncn(C(C)C)c2n1
44	-22%	-4%	-3	-10%	0%	-6%	-11%	-0.3	CC(C)(C)c1ccc(OCC(=O)N(Cc2cccs2)C2CCS(=O)(=O)C2)cc1 (centres undefined)
45	-10%	6%	/	8%	2%	-7%	-4%	-8.6	Fc1ccccc1N1CCN(Cc2nc(-c3ccccc3)no2)CC1
46	-2%	6%	3	6%	-1%	2%	-3%	-3.5	CC1=C(C)C(=O)N(c2ccc(C(=O)O)cc2)C1=O
47	-9%	-5%	1	-7%	0%	-3%	-2%	-1.9	CCOC(=O)C1CCN(C(=O)c2cccc(S(=O)(=O)N3CCc4ccccc43)c2)CC1
48	-13%	13%	-1	2%	-1%	-11%	-7%	-0.2	COc1ccc(NC(=O)CN(C)C(=O)c2cc(S(=O)(=O)N3CCCCCC3)ccc2OC)cc1

Structures above containing two or more sulfur atoms, in the order listed:
no.	EPAC1 antag	EPAC2 antag	PI5P4K alpha inh	EPAC1 ag	Mm-Cpn inhibitor	WRN helicase inh	PLK1 PBD block	CCT modulator	mol
4	-25%	4%	3	-9%	-1%	6%	-16%	-2.2	c1cncc(CSc2nnc3ccc(-c4cccs4)nn23)c1
20	-3%	-7%	6	-1%	1%	-10%	-10%	-1.1	CCC1(C)Cc2c(sc3c2c(=O)n(C)c2nnc(SCCc4ccccc4)n32)CO1 (centres undefined)
38	-8%	1%	-2	9%	-19%	-1%	-10%	-0.7	O=C1/C(=C/c2ccc(F)c(F)c2)CSc2sccc21
39	-20%	-9%	6	-3%	3%	-7%	0%	-2.1	CCNC(=S)N1CCN(S(=O)(=O)c2ccc(Cl)s2)CC1
40	10%	6%	/	4%	-2%	3%	1%	-0.6	O=C(c1ccccc1NS(=O)(=O)c1cccs1)N1CCOCC1
41	-9%	-6%	-6	1%	1%	0%	-1%	-4.3	Cc1csc(NC(=O)C2CCN(S(=O)(=O)c3cccs3)CC2)n1
44	-22%	-4%	-3	-10%	0%	-6%	-11%	-0.3	CC(C)(C)c1ccc(OCC(=O)N(Cc2cccs2)C2CCS(=O)(=O)C2)cc1 (centres undefined)

Compound activity (PubChem BioAssay)
